Bim-Bfl-1 – inhibitors of Bim binding to Bfl-1, primary screen, biochemical, multiplexed, bead-based flow cytometry; inhibition, % at 10 µM; hit rate 0.12% among 190,000; Bim-Bfl-1 binding inhibition; Bcl-2-related protein A1 (Homo sapiens), Q16548;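 note: 0% = wells without compound plus tracer and 100% = blocker peptide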
Bcl-B Bim block – inhibitors of Bim-Bcl-B binding, primary screen, biochemical, multiplexed, human Bcl-2 family. bead-based flow cytometry, Bim peptide-Bcl-B binding. hit rate 0.073% among 190,000. Bcl-2-like protein 10 (Homo sapiens), Q9HD36. inhibition, % at 10 µM. AID 951, 2007;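 note: 0% = tracer peptide without compound and 100% = reference inhibitor peptide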
GSH fluor – compound fluorescence on glutathione beads, profiling panel, artefact control, biophysical, 488/530 nm, flow cytometry | GSH beads flow cytometry, compound fluorescence 488/530 nm; stronger effect = higher value | fluorescence (KMESF) at 10 µM | hit rate 0.25% among 190,000 | AID 1776, 2009; in the data active = fluorescence above about 89;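 note: glutathione beads carrying GST-tagged Bcl family fusion proteins plus one bare bead set; values are compound well signal with DMSO vehicle wells as background; inactives centre near 16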
RGS4-Gao reg – modulators of RGS4 binding to Galphao, primary screen, biochemical, multiplexed bead flow cytometry; Guanine nucleotide-binding protein G(o) subunit alpha (Homo sapiens), P09471; actives lie on both sides; binding response (% of control), % at 10 µM; hit rate 0.33% among 220,000; in the data active = binding response below about 49% or above about 150%; inactive = in between;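 note: fluorescent Galphao activated with aluminum fluoride binding bead-coupled RGS4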
ABCG2 block – ABCG2 efflux pump inhibitors, primary screen, multiplex with ABCB1, IgMXP3 cells, flow cytometry | JC-1 efflux | inhibition, % at 6.6 µM | hit rate 0.1% among 190,000 | AID 1325, 2008;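 active = inhibition above 80%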;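 note: 0% = DMSO and 100% = nicardipine control wells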
Target sequence (Q9UNQ0 whole entry, looked up): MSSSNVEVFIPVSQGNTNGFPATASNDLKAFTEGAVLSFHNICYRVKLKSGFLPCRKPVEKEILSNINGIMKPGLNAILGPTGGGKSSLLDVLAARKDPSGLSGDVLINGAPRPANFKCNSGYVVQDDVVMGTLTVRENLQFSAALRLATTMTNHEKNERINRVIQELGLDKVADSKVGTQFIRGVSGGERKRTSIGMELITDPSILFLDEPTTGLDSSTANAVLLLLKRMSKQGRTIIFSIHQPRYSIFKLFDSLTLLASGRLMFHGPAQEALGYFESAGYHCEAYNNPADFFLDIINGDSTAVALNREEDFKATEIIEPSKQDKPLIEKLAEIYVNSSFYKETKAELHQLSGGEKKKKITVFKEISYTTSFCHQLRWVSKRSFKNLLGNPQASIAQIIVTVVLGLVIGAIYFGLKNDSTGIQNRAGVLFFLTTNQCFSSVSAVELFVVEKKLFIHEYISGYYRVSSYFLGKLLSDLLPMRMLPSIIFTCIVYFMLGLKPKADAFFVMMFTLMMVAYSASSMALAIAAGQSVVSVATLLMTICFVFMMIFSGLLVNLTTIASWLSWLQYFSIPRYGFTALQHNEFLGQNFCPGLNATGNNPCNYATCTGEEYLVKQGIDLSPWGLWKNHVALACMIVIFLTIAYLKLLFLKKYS
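Test system: IgMXP3 (ABCG2) plus far-red-tagged CCRF-Adr (ABCB1) cells. Reagent: JC-1 dye as substrate. Timing: 10 min exposure at 25 °C with rotation, no wash. Measured by: flow cytometric JC-1 green MFI at 530 nm. Read-out: percent efflux inhibition, scaled nicardipine 100% to DMSO 0%. Control set: nicardipine and DMSO wells.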
ABCB1 block – ABCB1 efflux pump inhibitors, primary screen, cell-based, multiplex, flow cytometry, ABCG2 counter-screen | inhibition, % at 6.6 µM | hit rate 0.067% among 190,000 | CCRF-Adr cells, JC-1 efflux | ATP-dependent translocase ABCB1 (Homo sapiens), P08183 | AID 1326, 2008; in the data active = inhibition above about 40%;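 note: 0% = vehicle and 100% = reference inhibitor; higher value means more JC-1 retained so stronger ABCB1 efflux block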
Bim-Bcl-W – inhibitors of Bim binding to Bcl-W, primary screen, biochemical, multiplexed, bead-based flow cytometry | Bcl-2-like protein 2 (Homo sapiens), Q92843 | Bim peptide-Bcl-W binding | inhibition, % at 10 µM | hit rate 0.02% among 190,000 | AID 952, 2007;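 note: 0% = bound tracer without compound and 100% = peptide blocker; higher means less fluorescent Bim peptide bound to Bcl-W beads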
Bcl-XL Bim block – inhibitors of Bim-Bcl-XL binding, primary screen, biochemical, multiplexed, bead flow cytometry, human Bcl-XL; Bcl-2-like protein 1 (Homo sapiens), Q07817; Bim peptide-Bcl-XL binding, fluorescence; inhibition, % at 10 µM; hit rate 0.04% among 190,000; AID 1007, 2008
Target sequence (Q07817 whole entry, looked up): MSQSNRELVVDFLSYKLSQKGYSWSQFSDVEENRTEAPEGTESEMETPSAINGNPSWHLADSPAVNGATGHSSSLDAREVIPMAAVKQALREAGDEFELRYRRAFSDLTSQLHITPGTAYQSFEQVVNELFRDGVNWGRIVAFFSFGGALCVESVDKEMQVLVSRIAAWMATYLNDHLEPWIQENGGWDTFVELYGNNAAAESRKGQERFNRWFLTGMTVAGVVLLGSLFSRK
Bcl-2 Bim block – inhibitors of Bim-Bcl-2 binding, primary screen, biochemical, multiplexed, human Bcl-2 family. AID 950, 2007. inhibition, % at 10 µM. Apoptosis regulator Bcl-2 (Homo sapiens), P10415. hit rate 0.06% among 190,000. Bead-based flow cytometry, Bim peptide-Bcl-2 binding; in the data active = inhibition above about 40%; inconclusive = no clear call, values can overlap the other calls;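 note: 0% = no compound wells with probe peptide and 100% = reference peptide inhibitor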
RGS7-Gao reg – RGS7-Galphao binding modulators, primary screen, biochemical, multiplexed bead flow cytometry. Guanine nucleotide-binding protein G(o) subunit alpha (Homo sapiens), P09471. actives lie on both sides. binding response (% of control), % at 10 µM. hit rate 0.35% among 220,000; in the data active = binding response below about 49% or above about 150%; inconclusive = no clear call, values can overlap the other calls; inactive = in between;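 note: fluorescent Galphao held in activated GDP-AlF4 state binding bead-coupled RGS7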
RGS8-Gao – RGS8-Galphao binding modulators, primary screen, biochemical, multiplexed bead flow cytometry. actives lie on both sides. response (percent of control binding), % at 10 µM. hit rate 0.34% among 220,000. AID 1423, 2008; in the data active = response below about 60% or above about 140%; inactive = in between;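 note: Galphao activated as the GDP aluminium fluoride complex binding bead-coupled RGS8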
* marks the source's active call; other numbers are inactive results; ? = inconclusive. Cut-off read from the data, not from the text of the source, unless noted: active = inhibition above about 40%.

cpd	canonical_smiles	Bim-Bfl-1	Bcl-B Bim block	GSH fluor	RGS4-Gao reg	ABCG2 block	ABCB1 block	Bim-Bcl-W	Bcl-XL Bim block	Bcl-2 Bim block	RGS7-Gao reg	RGS8-Gao
1	O=C1CC(N2CCN(CCc3ccccn3)CC2)C(=O)N1c1ccc(Cl)cc1 (stereo not drawn)	-2	1	25	100	0	0.1	-1	-2	-2	99	102
2	Cc1nnc(NC(=O)CSc2nc3ccccc3o2)s1	7	3	14	105	7	0.6	2	5	7	101	102
3	Cc1nnsc1Sc1ccccc1C(=O)O	-2	-1	17	95	3	1.0	-1	-1	-4	95	99
4	O=C1NC(=O)/C(=C\c2ccc(O)cc2O)S1	2	0	60	86	-1	-1.1	0	1	3	81	89
5	CCCCn1c(=O)c(F)cn(Cc2ccc(OC)c([N+](=O)[O-])c2)c1=O	-4	-9	10	103	58	0.7	-6	-8	-5	102	102
6	CC1CCCCC1NC(=O)Cn1[nH]c(=O)c2ccccc2c1=O (stereo not drawn)	-11	-7	33	104	1	0.3	3	-5	-6	99	101
7	O=Cc1cnc(N2CCCCC2)s1	4	0	15	102	-1	-0.5	-3	-3	2	100	103
8	COc1cc(-c2nnc(SCc3c(F)cccc3Cl)o2)cc(OC)c1OC	-12	-6	13	99	6	1.1	0	-2	-10	103	101
9	S=C(Nc1ccccc1Oc1ccccc1)NC1CCCC1	-6	-5	16	99	1	-0.2	-5	-5	-1	?	102
10	O=C(NNc1ccc(C2CCCCC2)cc1)C(O)(c1ccccc1)c1cccs1 (stereo not drawn)	-5	-7	10	98	3	0.2	0	-4	-6	99	100
11	O=C(CCCCCN1C(=O)c2ccccc2C1=O)Nc1ccccc1	-13	-5	46	103	4	1.0	-2	-8	-10	98	101
12	O=C(Cc1ccc(Cl)cc1)Nc1nc2ccccc2[nH]1	-13	-9	12	97	0	0.1	2	-6	-12	91	98
13	COc1cccc(C(=O)CSc2nnc(-c3cccs3)o2)c1	-4	-1	8	105	-1	-0.4	-1	-3	0	106	104
14	CN(C)CC(=O)Nc1ccc(S(N)(=O)=O)cc1	-7	-8	38	98	0	0.3	-2	-1	-6	101	99
15	Cn1cc(Cl)c(-c2n[nH]c(=S)n2-c2ccccc2)n1	4	-24	10	101	0	-0.1	-3	-8	0	109	102
16	COc1ccccc1NC(=O)CSc1nnc(-c2ccncc2)n1CC1CCCO1 (stereo not drawn)	-17	-6	33	100	3	0.9	-3	-9	-6	97	98
17	Cc1ccc(N2CCN(/N=C/c3ccncc3)CC2)cc1	-9	-6	12	111	5	0.6	-3	-6	-7	?	95
18	CCOc1ccc(CNC(=O)c2ccco2)cc1	-3	-5	20	101	7	1.6	-2	-5	-4	99	99
19	O=C(c1ccc2c(c1)OCO2)N1CCCN(C(=O)c2ccc3c(c2)OCO3)CC1	-7	-3	9	97	1	0.4	5	1	-2	100	99
20	CCOC(=O)C1(CC2CCCCO2)CCN(Cc2cc3ccccc3[nH]2)CC1 (stereo not drawn)	-2	-5	12	102	0	1.3	-1	0	0	97	103
21	Brc1cccc(/C=N\n2cnnc2)c1	-2	-2	10	94	3	0.2	-3	-3	-2	97	91
22	COC(=O)Sc1nnc(-c2ccc(Br)cc2)o1	1	-17	19	94	-2	-2.3	-2	-2	0	102	97
23	NC(=O)Cn1cnc2nc3n(c2c1=O)CCC3	-3	-3	15	105	0	0.1	-1	-2	-3	99	99
24	CC(C)C(=O)Nc1cccc(NC(=O)c2cccc(F)c2)c1	-3	-2	20	99	2	0.0	1	0	-1	97	101
25	CN(c1ccccc1)S(=O)(=O)c1cccc(NC(=O)CSc2ncn[nH]2)c1	-10	-12	19	102	12	-0.1	-7	-17	-3	100	98
26	O=C(COC(=O)[C@H](Cc1ccccc1)NC(=O)c1ccco1)NC(c1ccccc1)c1ccccc1	-11	-8	25	100	7	1.3	0	-3	-7	99	100
27	N/C(=N\OC(=O)c1ccc(Br)cc1)c1ccccc1	-3	-5	65	93	15	1.1	-2	7	-7	95	103
28	Cc1cc(=O)[nH]c(SCc2nc3ccc([N+](=O)[O-])cc3[nH]2)n1	-5	-4	9	98	7	1.6	-5	-4	-5	98	96
29	Cc1ccc2c(ccn3cc4c(c(=O)n(C)c(=O)n4C)c23)c1	-7	0	16	103	-5	-2.7	0	0	-3	102	102
30	CCOP(=O)(c1ccccc1)C1(C#N)CC1 (stereo not drawn)	-3	-6	20	101	2	-0.1	0	-1	0	101	102
31	CN(C)c1ccc(/C=C(\C#N)C(=O)Nc2nc3c(s2)CCN(Cc2ccccc2)C3)cc1	-7	-5	32	129	21	9.2	0	-1	-1	116	102
32	Oc1ccc(Cl)cc1-c1cc(-c2ccco2)[nH]n1	13	-1	14	105	1	-0.1	0	-1	0	103	100
33	CC(=O)C(Sc1nn(C)c(=S)s1)C(=O)Nc1ccccc1 (stereo not drawn)	3	-16	45	124	-3	-0.7	-1	3	1	121	125
34	CCOc1ccccc1NC(=O)C1CCCN(S(=O)(=O)c2ccc(OC)c(C)c2)C1 (stereo not drawn)	-15	-8	29	100	16	3.8	0	-5	-9	100	99
35	NC(=O)C1CCN(C(=O)c2ccc(C(F)(F)F)cc2)CC1	-6	-3	71	101	0	0.2	0	0	-1	98	100
36	Cc1ccc(NC(=O)CSc2nnc3ccccn23)cc1	-4	-1	14	99	1	-0.2	0	-2	-1	?	100
37	O=C(O)/C=C/C(=O)NC1CCCCC1	-5	-9	10	98	0	0.4	-4	-6	-7	97	98
38	CCN(CC)CCNS(=O)(=O)c1ccc(/C=C/C(=O)O)cc1	-4	-5	27	105	4	0.2	-2	0	-1	?	101
39	COC(=O)C1=C(C)NC(=O)NC1C1CC=CCC1 (stereo not drawn)	-6	-3	11	99	8	0.5	3	0	-2	97	102
40	Nc1c(C(=O)c2cccs2)oc2ccccc12	-14	-6	39	87	1	-1.9	0	-11	-9	91	95

Ordered by the number under RGS7-Gao reg (descending): some entries from above
item	Structure	RGS7-Gao reg
32	Oc1ccc(Cl)cc1-c1cc(-c2ccco2)[nH]n1	103
29	Cc1ccc2c(ccn3cc4c(c(=O)n(C)c(=O)n4C)c23)c1	102
30	CCOP(=O)(c1ccccc1)C1(C#N)CC1 (stereo not drawn)	101

Following part:
cpd	canonical_smiles	Bim-Bfl-1	Bcl-B Bim block	GSH fluor	RGS4-Gao reg	ABCG2 block	ABCB1 block	Bim-Bcl-W	Bcl-XL Bim block	Bcl-2 Bim block	RGS7-Gao reg	RGS8-Gao
41	COc1ccccc1NC(=S)N(c1ccccc1)C(C)C	-5	-6	8	114	-1	-0.4	-2	0	-6	114	134
42	COc1ccc(NC(=O)CSc2nc(N)c(-c3ccccc3)c(=O)[nH]2)cc1	-18	-6	25	97	13	0.4	-2	-6	-9	101	99
43	N#C/C(=C\c1ccc(OCc2ccc(C(=O)O)cc2)cc1)C(=O)N1CCOCC1	-14	-4	12	102	0	0.1	-2	-1	-10	100	100
44	Cc1cc(C)n2c(SCC(=O)N(C)C3CCS(=O)(=O)C3)nnc2n1 (stereo not drawn)	0	-1	11	95	2	0.5	-4	0	-1	96	98
45	Nc1cc(-c2ccc(Cl)cc2)nn1S(=O)(=O)c1ccc(Cl)cc1	-10	-7	18	103	-1	-2.2	1	-1	-8	101	100
46	CCCC(c1c(C)n(C)n(-c2ccccc2)c1=O)c1c(C)n(C)n(-c2ccccc2)c1=O	-2	-1	22	109	1	0.1	-3	-1	-1	110	109
47	CCCN(CCO)Cc1cccc(Oc2ccccc2)c1	-1	1	14	103	0	0.3	1	0	-3	99	106
48	COc1cc(/C=N/NC(=O)c2cc(-c3c(C)nn(-c4ccccc4)c3C)n[nH]2)ccc1O	-3	-1	7	100	-1	-0.5	-1	-1	-2	92	100
49	COc1ccc(Oc2nc3ccccc3nc2C(F)(F)F)cc1	0	-1	18	100	15	1.1	-3	-1	0	99	100
50	COc1cc(NC(=O)c2ccnn2C)c(OC)cc1Cl	-5	0	19	106	10	0.7	0	0	-2	?	105
51	O=C(Nc1cccc2ccccc12)OC1C=CS(=O)(=O)C1 (stereo not drawn)	-20	-7	22	98	6	0.2	-3	-10	-8	100	101
52	COc1ccc(Cl)cc1Nc1nc(NCCO)nc(N2CCCC2)n1	-6	-7	41	100	3	0.6	5	-7	-5	100	101
53	CCOC(=O)N/N=C/c1ccc(F)cc1F	-13	-5	12	98	3	0.3	-4	-4	-5	97	103
54	CC(C)CC(NC(=O)C1CCC(C)CC1)C(=O)NCc1ccccn1 (stereo not drawn)	1	0	8	109	0	0.2	1	0	6	107	106

Source: PubChem
